# CHO parental Ca – counter-screen: ATP calcium response change in parental CHO cells | parental CHO-K1, ATP-induced calcium, Fluo-8 fluorescence | inhibition, % at 5.6 µM | actives 0.63% (n = 330,000);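 active = inhibition above that plate's mean sample inhibition plus 3 SD, cut at about 26% in these data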;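 also: 0% = ATP-challenged DMSO wells and 100% = DMSO wells without ATP; some compounds past the cut are filed as inactive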
#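 Assay system: untransfected parental CHO cell line. Also added: ATP agonist challenge. Dosing: one dose, 5.6 µM nominal. Measured by: Fluo-8 fluorescence. Read-out: % inhibition. Benchmarks: ATP wells versus no-ATP DMSO wells. Repeats: no replicates.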
# TAAR1 antag – antagonists of human TAAR1. actives 1.5% (n = 360,000). CHO RD-HGA16 TAAR1, Fluo-8 calcium fluorescence, antagonist. AID 624466. inhibition, % at 3 µM;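 active = inhibition above a per-plate cutoff, the mean inhibition of test compounds on that plate plus 3 SD, cut at about 49% in these data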;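 also: 0% = DMSO plus EC80 beta-PEA response and 100% = DMSO alone without agonist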
# Target sequence (Q96RJ0 whole entry, looked up): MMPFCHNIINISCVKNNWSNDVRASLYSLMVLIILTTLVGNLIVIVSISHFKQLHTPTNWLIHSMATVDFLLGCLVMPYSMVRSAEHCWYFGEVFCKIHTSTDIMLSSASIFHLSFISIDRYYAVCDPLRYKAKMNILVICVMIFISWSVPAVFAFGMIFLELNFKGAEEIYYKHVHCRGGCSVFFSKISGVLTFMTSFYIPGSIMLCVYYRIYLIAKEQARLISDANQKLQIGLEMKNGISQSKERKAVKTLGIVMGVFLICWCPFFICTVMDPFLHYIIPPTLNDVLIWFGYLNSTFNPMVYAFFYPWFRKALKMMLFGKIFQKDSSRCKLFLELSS
#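 Material: CHO RD-HGA16 cells bearing hTAAR1; compound dosing: one-point dosing, 3 µM nominal final; schedule: dye loading 75 min at 37 °C, then 30 min room temperature; measured by: calcium fluorescence with Fluo-8; control set: vehicle and agonist controls; replication: n of 1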
# TAAR1 ag – agonists of human TAAR1. activation, % at 3 µM. CHO RD-HGA16 TAAR1, Fluo-8 calcium fluorescence; vehicle wells 0%, saturating PEA agonist 100%. actives 0.99% (n = 360,000). Q96RJ0;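 active = activation above the mean activation of all test compounds in the run plus 3 SD, cut at about 38% in these data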
#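 Test system: RD-HGA16 (CHO) cells co-expressing Gα16 and hTAAR1; dosing: one-point dosing at 3 µM (nominal); timing: 17-24 h seeding, 75 min 37 °C dye, 30 min RT; signal: kinetic Fluo-8 calcium fluorescence; read-out basis: % activation relative to PEA EC100 response; controls: DMSO and PEA EC100; replicates: n 1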
# V1R ag counter – V1a receptor agonism, counter-screen for OXTR agonists; P37288; CHO-V1R cells, Fluo-8 calcium fluorescence, agonist mode; 0% DMSO, 100% 3 nM vasopressin; activation, % at 3 µM; actives 0.25% (n = 320,000); AID 2797;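 active = activation above the mean activation of all tested compounds plus 3 SD, per screening run, cut at about 20% in these data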;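 also: signal is peak over basal fluorescence ratio across a 100 second FLIPR read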
# M1 PAM – positive allosteric modulators of human M1 muscarinic receptor. P11229. CHO-K1 hM1, Fluo-8 calcium fluorescence, ACh EC20; 0% = ACh EC20, 100% = maximal ACh. activation, % at 3 µM. actives 0.088% (n = 360,000). AID 588819; in the data active = activation above about 19%, passing the limit was not always enough
# Target sequence (P11229 whole entry, looked up): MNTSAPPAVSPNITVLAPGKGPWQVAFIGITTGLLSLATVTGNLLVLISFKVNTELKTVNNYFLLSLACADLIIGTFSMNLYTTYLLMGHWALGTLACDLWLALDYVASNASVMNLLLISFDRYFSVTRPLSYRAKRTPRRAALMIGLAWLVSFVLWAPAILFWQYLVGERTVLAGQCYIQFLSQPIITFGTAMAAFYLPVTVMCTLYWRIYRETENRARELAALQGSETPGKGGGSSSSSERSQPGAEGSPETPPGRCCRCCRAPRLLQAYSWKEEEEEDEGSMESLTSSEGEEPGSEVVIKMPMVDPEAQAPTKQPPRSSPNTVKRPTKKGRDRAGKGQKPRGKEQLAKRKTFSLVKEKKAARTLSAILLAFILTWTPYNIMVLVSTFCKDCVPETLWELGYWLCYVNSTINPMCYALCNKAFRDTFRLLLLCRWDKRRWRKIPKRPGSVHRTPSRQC
# OXTR potentiator – potentiators of human oxytocin receptor. CHO-OTR cells, Fluo-8 calcium fluorescence, potentiator mode; 0% = oxytocin EC15, 100% = EC100. activation, % at 3 µM. P30559. AID 2445. actives 0.061% (n = 320,000);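 active = activation above that plate's cutoff, the mean activation of tested compounds plus 3 SD, cut at about 6.6% in these data, passing the limit was not always enough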;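 also: 100% uses oxytocin at 75 nM as the full agonist control; some results filed as inactive read as strong as hits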
#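 Dosing: Single dose, 3.0 µM nominal final compound concentration | Material: Human OTR in CHO cells | Technique: Kinetic Fluo-8 calcium fluorescence | Benchmarks: EC15 oxytocin alone as 0%, 75 nM oxytocin as 100% | Probe or stimulus: Oxytocin at about EC15, sub-maximal agonist stimulus | Incubation: Compound 6 min at room temperature before oxytocin, 100 s read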
# OXTR ag – activates the human oxytocin receptor | actives 0.32% (n = 320,000) | CHO-OTR cells, Fluo-8 calcium fluorescence; normalized: DMSO 0%, oxytocin 100% | AID 2435 | activation, % at 3 µM;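 active = activation above the mean of all tested compounds plus 3 SD, cutoff set per screening run, cut at about 20% in these data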;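 also: peak over basal fluorescence ratio from a 100 s FLIPR kinetic read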
# CHRM1 agonist – agonists of human M1 muscarinic receptor; activation, % at 3 µM; actives 0.33% (n = 360,000); AID 588814; P11229; CHO-K1 hM1, Fluo-8 calcium fluorescence, agonist mode; 0% DMSO, 100% acetylcholine EC100;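 active = activation above the run's mean compound activation plus 3 SD, cut at about 16% in these data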;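 also: peak over basal fluorescence ratio within a 140 s kinetic read after compound addition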
# M1 antag – antagonists of human M1 muscarinic receptor | P11229 | CHO-K1 hM1, Fluo-8 calcium fluorescence, ACh EC80 antagonist | inhibition, % at 3 µM | actives 1.3% (n = 360,000) | AID 588852;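 active = percent inhibition above its own plate's cutoff, namely the mean of that plate's compound wells plus 3 SD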;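 also: peak over basal fluorescence ratio during 140 s after agonist addition; 0% = ACh EC80 plus DMSO and 100% = DMSO alone without agonist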
# * marks the source's active call; other numbers are inactive results; x = not tested or not shown. Compounds were not picked by outcome (roughly 3.7% active in at least one column).
SMILES,CHO parental Ca,TAAR1 antag,TAAR1 ag,V1R ag counter,M1 PAM,OXTR potentiator,OXTR ag,CHRM1 agonist,M1 antag
Cc1cccc(Sc2nc(-c3ccccc3)ncc2C(=O)O)c1,-12,1,1,0.4,8,-10,-0.4,-5,-7
COc1ccc(OC)c(Nc2nc(C)nc3c2oc2ccccc23)c1,-16,26,2,0.0,1,-1,-1.5,-2,-3
O=C(c1ccc(C(=O)N2CCOCC2)s1)N1CCOCC1,-8,5,2,2.7,6,-9,-0.4,-1,-18
FC(F)(F)Oc1ccc(NC(=S)Nc2ccc(OC(F)(F)F)cc2)cc1,2,-10,18,4.1,-15,-10,10,3,26
COc1ccc(C(=O)Nc2cc(Cl)cc(Cl)c2)c(OC)n1,-16,-10,9,-0.6,10,-12,-0.4,1,-17
N#Cc1ccccc1S(=O)(=O)N1CCN(CC(=O)NCC2(N3CCOCC3)CCCCC2)CC1,-25,-18,8,-0.6,18,-6,-1.2,-8,-14
CCCN(CCC)CCNC(=O)c1cc2c(-c3ccc(Cl)cc3)nn(C)c2s1,-11,2,0,2.1,-2,-5,1.0,-10,11
Cc1cc(C(=O)CSc2nnnn2-c2ccccc2)c(C)n1-c1ccc2c(c1)OCO2,-8,-22,-1,0.3,-3,-10,-1.2,-8,-5
O=C(CCCN1C(=O)c2cccc3cccc(c23)C1=O)Nc1ccon1,-14,0,4,0.3,-1,-13,-0.8,-8,5
COc1ccccc1CN(CC(=O)NCC1CCCO1)C(=O)CNS(=O)(=O)c1ccc(C)cc1 (stereo not given),-20,6,7,1.9,6,0,2.2,-5,-13
Cc1ccccc1-c1nc(CS(=O)CC(=O)NC2CCCC2)c(C)o1 (stereo not given),-12,-16,-1,1.2,8,6,-0.8,-4,-1
O=C(/C=C/c1cccs1)Nc1ccc(N2CCOCC2)c(S(=O)(=O)Nc2cc(Cl)ccc2Cl)c1,-7,-5,-1,-1.1,9,0,0.0,1,-3
O=C(CN1C(=O)NC2(CCCC2)C1=O)NCCC1=CCCCC1,-4,1,19,0.4,2,-4,-0.5,-2,-6
Cc1ccccc1-n1nc2c(c1NC(=O)c1c(-c3ccccc3Cl)noc1C)CS(=O)(=O)C2,-18,11,3,0.1,12,-3,-0.6,-2,-14
CC(C)C(=O)Nc1nnc(SCC(=O)NC2CCCC2)s1,-11,4,-5,0.8,-1,-3,0.4,-5,5
Cc1ccnc2nc(C(=O)Nc3ccc(S(=O)(=O)N4CCCC4)cc3)nn12,-6,-16,0,0.1,-3,5,1.3,-3,13
Cc1cccc(C)c1NC(=O)CN(C)C(=O)Cn1c(=O)cnc2ccccc21,-6,-31,1,0.2,-5,-9,0.0,-2,-12
COc1cc(NC(=O)CC[C@H]2O[C@@H](n3cnc4c(NC(=O)c5ccccc5)ncnc43)[C@H](O)[C@@H]2O)cc(OC)c1OC,x,-6,3,x,-8,x,x,-4,21
COc1ccc(-c2nc3c(n2O)CCC/C3=N\O)cc1,-1,7,12,0.7,6,-6,1.0,-2,1
COc1ccc(-n2c(=O)c3ccccc3n(CC(=O)Nc3cc(C)on3)c2=O)cc1OC,-3,7,2,1.1,5,-2,0.1,1,-43
COc1ccc2nc(C)cc(Sc3nc4ccccc4s3)c2c1,-9,23,10,1.9,-4,-16,1.8,1,11
O=C(c1ccc2ccccc2c1)C1CCCN(C(=O)CN2C(=O)CSC2=O)C1 (stereo not given),-21,-4,4,1.0,8,-20,0.5,0,-12
CCCCC(=O)OCC(=O)c1cc(C)n(-c2c(C)n(C)n(-c3ccccc3)c2=O)c1C,-1,-1,0,-0.1,0,0,-0.1,-6,1
COc1ccc([C@H]2CC(=O)C=C(c3cccc(Br)c3)C2)cc1,-25,27,6,0.0,-2,-5,-0.8,-5,-10
COc1ccc(NC(=O)CNc2ccccc2C(C)=O)cc1S(=O)(=O)N1CCOCC1,-18,5,3,0.4,7,-4,1.6,-3,-10

# The list goes on:
SMILES,CHO parental Ca,TAAR1 antag,TAAR1 ag,V1R ag counter,M1 PAM,OXTR potentiator,OXTR ag,CHRM1 agonist,M1 antag
CC1=C([N+](=O)[O-])C(c2ccccc2Cl)NC(=O)N1C (stereo not given),-7,-10,0,-0.2,9,-3,0.2,1,-10
Cc1ccc(-c2cc(C(=O)OCC(=O)Nc3cc(C)on3)c3ccccc3n2)c(C)c1,-19,-34,11,0.1,5,-9,-0.1,-1,-12
COc1ccccc1N1CCN(C(=O)c2ccc3c(Cl)c4c(nc3c2)CCCC4)CC1,-18,x,x,-0.4,-6,-6,-1.4,-11,1
CC1=NN(C(C#N)c2ccc([N+](=O)[O-])cc2)C(C)(C)C1 (stereo not given),-13,-1,2,0.3,x,3,0.5,x,x
O=c1cc(N2CCCCC2)c(-c2ccccc2)nn1Cc1ccc(Cl)cc1,-16,4,14,-1.0,-3,-8,-1.1,-4,7
CCc1cccc(NC(=O)Cc2ccc(OC)c(OC)c2)c1,-1,-7,5,5.9,-4,-10,5.7,-1,-1
COc1ccc(C(C(=O)NC(C)(C)C)N(CCc2ccc(OC)c(OC)c2)C(=O)CCC(=O)Nc2cc(C)on2)cc1 (stereo not given),-15,4,1,-1.3,10,-4,-1.3,-1,-9
CC1(Oc2cccc(F)c2)CCN(Cc2ccccc2OC(F)F)C1 (stereo not given),x,-11,4,x,-1,x,x,-7,-7
O=C(O)C1CCN(C(=O)CSc2nc3ccccc3c(=O)n2-c2ccc(Cl)cc2)CC1,3,-25,1,-0.6,15,-5,0.1,-1,-10
O=C(CC1(O)C(=O)N(CN2CCOCC2)c2ccccc21)c1ccccc1 (stereo not given),1,-1,14,1.7,2,-6,0.4,0,1
CCc1nc2c(OCc3ccc(Cl)cc3)cccn2c1N(C)C(=O)c1ccc2c(c1)OCO2,x,1,3,x,7,x,x,-4,0
CCOC(=O)c1cnc(-c2ccccc2)nc1-c1ccccc1,-18,-3,12,0.5,-6,-7,0.1,-6,2
COC(=O)c1ccc2c(=O)n(CCO)c(=S)[nH]c2c1,-6,4,8,-0.2,1,1,1.0,1,-8
Cc1cc(=O)oc2c(C)c(OC(=O)c3ccco3)ccc12,7,-21,1,2.5,2,-4,0.2,-2,7
CCNC(=O)COC(=O)c1ccc(S(=O)(=O)N2CCCCCC2)cc1,-8,-4,9,0.9,3,3,0.8,-3,-21
Cc1ccc(C)c(NS(=O)(=O)c2cc(C(=O)NCc3ccccn3)ccc2C)c1,-13,-10,8,3.3,9,-6,0.7,1,1
COc1ccc([N+](=O)[O-])cc1NS(=O)(=O)c1cccc(C(=O)NCCCN2CCCC2=O)c1,0,-7,0,0.6,1,0,-0.1,-3,-4
O=C(O)CCCCCCCCc1cn(CC2CCCCC2)nn1,7,-12,13,2.4,9,-7,0.7,-1,-13
CC(C)OC(=O)c1c(NC(=O)Cn2cnc([N+](=O)[O-])n2)sc2c1CCCC2,-6,-8,5,1.1,7,-4,-0.6,-3,-11
Cc1ccc(C(=O)Nc2sc3c(c2C(=O)O)CCC(C)C3)o1 (stereo not given),2,2,8,1.1,7,2,2.1,-4,-4
O=C(CNS(=O)(=O)c1ccccc1)N1CCCC1,2,5,8,0.7,7,-13,-0.2,-7,-3
CS(=O)(=O)c1nc(S(=O)(=O)c2ccc(Cl)cc2)c(NCc2ccccn2)s1,-31,0,3,6.0,11,1,0.8,-2,-9
CCCCc1cc(C(=O)Cc2ccccn2)c(O)cc1O,-10,-17,3,-0.1,11,-7,0.8,0,-15
O=C(NC1CCCCCC1)c1cccc(N2CCCC2=O)c1,-9,2,10,2.2,-13,-16,0.5,-3,6
O=C(CSc1ncccn1)N1CCN(Cc2ccccc2)CC1,-11,4,1,1.2,12,6,1.7,-4,-12
COc1ccc(C(=O)N/N=C/c2ccc(OC)c(CSc3ccccn3)c2)cc1,-14,27,0,0.1,0,-5,-0.9,-8,-1
O=C(CN1c2ccccc2Sc2ccccc21)NNC(=O)Nc1cccc(Cl)c1,-6,58*,1,1.1,3,-13,0.9,-3,-2
O=C(Nc1ccc(Cl)cc1)C1CCCCN1S(=O)(=O)c1ccccc1 (stereo not given),6,-4,3,4.0,10,-7,1.9,0,-6
COc1ccc(Cl)cc1NC(=S)N1CC(C)OC(C)C1 (stereo not given),-9,-10,8,0.1,2,1,0.1,-1,-2

# Molecules listed so far that have an aryl thioether with sulfur outside any ring (7):
SMILES,CHO parental Ca,TAAR1 antag,TAAR1 ag,V1R ag counter,M1 PAM,OXTR potentiator,OXTR ag,CHRM1 agonist,M1 antag
Cc1cccc(Sc2nc(-c3ccccc3)ncc2C(=O)O)c1,-12,1,1,0.4,8,-10,-0.4,-5,-7
Cc1cc(C(=O)CSc2nnnn2-c2ccccc2)c(C)n1-c1ccc2c(c1)OCO2,-8,-22,-1,0.3,-3,-10,-1.2,-8,-5
CC(C)C(=O)Nc1nnc(SCC(=O)NC2CCCC2)s1,-11,4,-5,0.8,-1,-3,0.4,-5,5
COc1ccc2nc(C)cc(Sc3nc4ccccc4s3)c2c1,-9,23,10,1.9,-4,-16,1.8,1,11
O=C(O)C1CCN(C(=O)CSc2nc3ccccc3c(=O)n2-c2ccc(Cl)cc2)CC1,3,-25,1,-0.6,15,-5,0.1,-1,-10
O=C(CSc1ncccn1)N1CCN(Cc2ccccc2)CC1,-11,4,1,1.2,12,6,1.7,-4,-12
COc1ccc(C(=O)N/N=C/c2ccc(OC)c(CSc3ccccn3)c2)cc1,-14,27,0,0.1,0,-5,-0.9,-8,-1

# Compound activity as filed in PubChem BioAssay.
